# APOBEC3G inh = APOBEC3G DNA deaminase inhibitors, primary screen, biochemical, fluorescence, single-stranded DNA substrate, uHTS. DNA dC->dU-editing enzyme APOBEC-3G (Homo sapiens), Q9HC16. recombinant A3G, ssDNA deamination FAM/TAMRA fluorescence. inhibition, % at 20 µM. actives 0.28% (n = 330,000);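 active = inhibition of at least 40% at 20 µM, with no more than 30% in the related APOBEC3A deaminase screen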;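 also: plate controls were DMSO wells with A3G for no effect and wells lacking A3G enzyme for full effect; some compounds called inactive have numbers as strong as hits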
# Apaf1 inhib = inhibitors of human Apaf-1 apoptosome, primary screen, biochemical, DEVD-Rh110 fluorescence, uHTS. AID 489030, 2010. inhibition, % at 20 µM. actives 0.71% (n = 330,000). Apoptotic protease-activating factor 1 (Homo sapiens), O14727. reconstituted apoptosome caspase-3 activity; active = inhibition of at least 40% at 20 µM;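 also: plate controls were DMSO wells for no effect and DEVD-CHO caspase inhibitor wells for full effect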
#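 detection = Rh110 fluorescence intensity | test system = biochemical Apaf-1 apoptosome reconstitution | also added = cytochrome c and DEVD-Rh110 substrate | schedule = 30 min plus 50 min, RT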
# SENP1 FRET inh = human SENP1 catalytic domain inhibitors, primary screen, biochemical, FRET, uHTS | inhibition, % at 10 µM | AID 624204, 2012 | recombinant SENP1 catalytic domain, CyPet-SUMO1-YPet FRET cleavage | Sentrin-specific protease 1 (Homo sapiens), Q9P0U3 | actives 0.21% (n = 360,000);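 active = inhibition at least 30% at 10 µM, raw YFP signal under a set limit, fluorescence ratio 0.5 to 1.5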;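 also: 0% = enzyme with DMSO and 100% = no enzyme wells; some results filed as inactive read as strong as hits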
# Target sequence (Q9P0U3 419-644 limits assumed): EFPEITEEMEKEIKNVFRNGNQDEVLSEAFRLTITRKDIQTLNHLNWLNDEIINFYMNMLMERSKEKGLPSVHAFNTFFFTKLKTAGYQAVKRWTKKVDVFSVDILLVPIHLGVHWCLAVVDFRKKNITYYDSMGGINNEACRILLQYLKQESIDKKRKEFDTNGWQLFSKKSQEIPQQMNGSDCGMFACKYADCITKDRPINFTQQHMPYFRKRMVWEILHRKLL
#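 Assay system: hSENP1 catalytic domain, recombinant. Amount: SENP1 enzyme, 20 pM final. Schedule: 50 min reaction, RT, dark. Technique: FRET, CFP and YFP emission. Control set: no-enzyme wells low, DMSO-plus-enzyme wells high control.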
# UBC13 inh = UBC13 polyubiquitin chain formation inhibitors, primary screen, biochemical, TR-FRET, uHTS; Ubiquitin-conjugating enzyme E2 N (Homo sapiens), P61088; AID 485273, 2010; actives 0.47% (n = 330,000); inhibition, % at 20 µM; in the data active = inhibition above about 45%, passing the limit was not always enough
# Target sequence (P61088 whole entry, looked up): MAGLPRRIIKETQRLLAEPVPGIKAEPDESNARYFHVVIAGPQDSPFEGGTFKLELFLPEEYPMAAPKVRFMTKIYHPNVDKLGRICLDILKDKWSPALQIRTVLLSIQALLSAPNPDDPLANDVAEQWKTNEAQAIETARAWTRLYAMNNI
# SENP6 inh = SENP6 protease inhibitors, primary screen, biochemical, luminescence, uHTS | Sentrin-specific protease 6 (Homo sapiens), Q9GZR1 | Recombinant SENP6 catalytic domain, aminoluciferin luminescence | inhibition, % at 10 µM | actives 1.8% (n = 330,000) | AID 2599, 2010;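 active = inhibition above about 50% at the single tested dose, limit read from the data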;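 also: plate controls were DMSO wells with enzyme for no effect and DMSO wells lacking enzyme for full effect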
# SENP7 block = SENP7 protease inhibitors, primary screen, biochemical, luminescence, uHTS | Sentrin-specific protease 7 (Homo sapiens), Q9BQF6 | inhibition, % at 5 µM | actives 1.5% (n = 330,000) | AID 434973, 2010 | recombinant SENP7, Z-RLRGG-aminoluciferin luminescence, 40 min;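 active = inhibition above about 50% at the single test dose, limit read from the data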;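 also: plate controls were DMSO with enzyme for no effect and no enzyme buffer wells for full effect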
# Target sequence (Q9BQF6 706-1050 limits assumed): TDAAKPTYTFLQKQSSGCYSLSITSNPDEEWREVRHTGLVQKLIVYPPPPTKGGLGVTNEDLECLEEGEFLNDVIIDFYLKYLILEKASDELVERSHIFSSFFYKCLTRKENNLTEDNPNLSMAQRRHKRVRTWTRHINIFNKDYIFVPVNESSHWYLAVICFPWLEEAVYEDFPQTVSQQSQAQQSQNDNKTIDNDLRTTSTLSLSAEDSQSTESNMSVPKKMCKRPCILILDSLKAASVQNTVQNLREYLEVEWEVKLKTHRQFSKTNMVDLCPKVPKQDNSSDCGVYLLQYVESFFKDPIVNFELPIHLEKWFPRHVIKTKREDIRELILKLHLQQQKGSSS
# SENP8 block-1 = human SENP8 protease inhibitors, primary screen, biochemical, fluorescence, Nedd8 protein substrate, uHTS; recombinant SENP8; AID 602440, 2012; actives 0.64% (n = 360,000); Sentrin-specific protease 8 (Homo sapiens), Q96LD8; inhibition, % at 20 µM; in the data active = inhibition mostly above about 40%, no sharp cut-off; inactive = mostly below about 27%
# Target sequence (Q96LD8 whole entry, looked up): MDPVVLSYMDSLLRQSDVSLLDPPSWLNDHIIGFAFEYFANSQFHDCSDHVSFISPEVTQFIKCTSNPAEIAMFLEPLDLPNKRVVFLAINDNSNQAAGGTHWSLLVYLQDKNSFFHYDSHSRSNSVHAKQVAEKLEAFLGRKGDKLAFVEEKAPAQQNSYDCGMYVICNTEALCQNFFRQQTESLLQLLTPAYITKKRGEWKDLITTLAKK
# SENP8 block-2 = SENP8 protease inhibitors, primary screen, biochemical, luminescence | Sentrin-specific protease 8 (Homo sapiens), Q96LD8 | purified SENP8, Z-RLRGG-aminoluciferin cleavage | inhibition, % at 10 µM | actives 1.2% (n = 330,000) | AID 2540, 2010; in the data active = inhibition above about 50%
# * marks the source's active call; other numbers are inactive results; / = no result given; & = joins results of further samples.
# The first 4 compounds, to show the layout:
SMILES,APOBEC3G inh,Apaf1 inhib,SENP1 FRET inh,UBC13 inh,SENP6 inh,SENP7 block,SENP8 block-1,SENP8 block-2
CCOCCCNC(=O)CN1C(=O)C(CC)Oc2ccccc21 (configuration not stated),-5.7,8.6,0.7,-6.3,-1.7,-12.0,7.6,-10.5
Cc1cc(=O)oc2cc(OCCCN3C(=O)c4ccccc4C3=O)ccc12,-6.6,16.0,1.8,8.0,-13.4,-12.4,-118.5,-11.0
O=C(CCSCCc1ccccn1)Nc1c(F)cc(F)cc1Br,-3.2,-3.1,-2.3,5.5,-5.7,-1.5,5.1,-1.5
COc1ccc(C(=O)OCC(=O)c2ccccc2)cc1S(=O)(=O)N1CCOCC1,-2.9,1.8,-1.2,-0.9,-8.7,-7.3,10.6,-9.5

# The listing, previewed entries included:
SMILES,APOBEC3G inh,Apaf1 inhib,SENP1 FRET inh,UBC13 inh,SENP6 inh,SENP7 block,SENP8 block-1,SENP8 block-2
CCOCCCNC(=O)CN1C(=O)C(CC)Oc2ccccc21 (configuration not stated),-5.7,8.6,0.7,-6.3,-1.7,-12.0,7.6,-10.5
Cc1cc(=O)oc2cc(OCCCN3C(=O)c4ccccc4C3=O)ccc12,-6.6,16.0,1.8,8.0,-13.4,-12.4,-118.5,-11.0
O=C(CCSCCc1ccccn1)Nc1c(F)cc(F)cc1Br,-3.2,-3.1,-2.3,5.5,-5.7,-1.5,5.1,-1.5
COc1ccc(C(=O)OCC(=O)c2ccccc2)cc1S(=O)(=O)N1CCOCC1,-2.9,1.8,-1.2,-0.9,-8.7,-7.3,10.6,-9.5
O=C(CSc1nncs1)N1CCN(S(=O)(=O)c2ccccc2)CC1,-1.1,-1.6,0.1,-2.9,-10.8,-8.5,1.5,-11.4
CCCc1c(C)nc2ccc(OC)cc2c1SCCC(=O)O,-2.2,-1.3,1.8,-16.4,-9.7,-5.8,6.4,-7.9
CC1CCN(CCC(=O)N/N=C/c2ccc([N+](=O)[O-])cc2)CC1,-2.9,0.6,0.6,-25.1,-9.0,-11.4,13.5,0.8
COC(=O)[C@H]1C[C@@H]1[C@H](NC(=O)c1ccccc1)c1ccccc1,7.3,10.1,1.1,10.3,-8.5,1.4,17.3,-2.5
Cc1cc(OCCN2CCOCC2)nc2ccccc12,-5.5,-12.1,-0.1,-6.2,5.4,-7.8,17.0,-3.7
O=S(=O)(NCc1cccnc1)c1ccc(Cl)cc1,-9.8,7.1,0.7,-1.7,-4.6,3.7,21.7,-3.2
CC(C)c1cc2cc3ccc(=O)oc3cc2o1,-2.9,10.2,-6.7,11.4,36.1,23.6,-229.6,15.4
N#Cc1ccccc1OCC(=O)OCC(=O)NC1CCCCC1,-6.2,-7.2,5.4,0.0,-4.4,5.5,0.0,8.1
O=C(CCN1C(=O)/C(=C/c2ccccc2Cl)SC1=S)NC1=NCCS1,-3.9,17.8,2.2,-0.4,23.6,-1.5,21.1,-2.2
CC(C)N(C(=O)CSc1nnc(NC(=O)C2CCC2)s1)C(C)C,-0.7,8.7,-0.2,4.7,13.0,5.5,18.5,6.3
Nc1nc2c(ncn2CCC(CO)CO)c(=O)[nH]1,-7.5,-8.1,/,13.0,-0.3,-7.7,/,5.1
Cc1cccc(C(=O)OCC(=O)NCCNC(=O)COC(=O)c2cccc(C)c2C)c1C,5.9,22.3,-0.1,14.4,-12.8,-2.0,4.8,-4.8
O=C(O)CCSc1nnc(CNc2ccc(Cl)cc2)n1Cc1ccccc1,-7.5,-6.9,1.5,-19.3,-9.7,-3.9,2.2,-15.3
CC(C)c1onc(C(=O)N2CCCCC2C)c1[N+](=O)[O-] (configuration not stated),7.1,11.6,1.6,-5.0,-11.7,-0.3,14.1,1.9
CCOc1cnc(-c2ccccc2F)o1,-3.8,-8.0,1.8,-0.3,4.7,-0.7,-3.7,-2.2
C=CCSc1nnc(-c2cc(C(C)(C)C)nn2Cc2ccc(F)cc2)n1C,5.0,3.1,0.1,0.0,1.9,4.7,19.4,2.0
Cn1c(=O)n(Cc2ccccc2)c(=O)c2c1nc1n2CCCN1C1CCCCC1,-5.8,6.7,1.6,4.6,-14.2,-3.5,44.7*,1.9
Cc1ccc(C)n1NC(=O)c1ccccc1[N+](=O)[O-],-8.5,3.4,3.8,-1.3,-21.3,-3.9,30.1,-4.1
CCOC(=O)C1CCCN(C(=O)c2cn(CC)c(=O)c3cc(OC)c(OC)cc23)C1 (configuration not stated),-4.7,-0.9,1.4,0.2,-20.1,-2.9,0.3,-2.4
C[C@H](CO)N1C[C@H](C)[C@@H](CN(C)C(=O)Nc2ccc(F)cc2)Oc2ccc(NS(C)(=O)=O)cc2C1=O,-1.2,4.9,1.8,-2.2,6.2,-0.7,5.9,5.3
CCN1C(=O)[C@H]2[C@@H](c3ccc(-c4ccc(Cl)c(Cl)c4)cc3)N[C@@](CC(C)C)(C(=O)OC)[C@H]2C1=O,-1.8,21.0,3.0,0.1,0.1,1.0,-1.4,1.4
NC(=S)N/N=C/c1ccc(-c2cc(Cl)ccc2Cl)o1,-2.3,1.3,-19.1,-3.6,-12.2,0.4,-227.9,-4.1
CC(C)(C)NC(=O)NC(=O)COC(=O)COc1ccc(Cl)cc1Cl,-0.9,5.8,7.6,-0.7,-7.9,5.5,0.4,-2.5
COc1ccc(N2CC(O)(c3ccc(C)cc3)[N+]3=C2CCCC3)cc1 (configuration not stated),-1.4,-12.4,-0.1,8.0,10.5,3.4,12.6,7.1
Cc1cc(C(=O)NCc2cccc(Cl)c2)c2ccccc2n1,-1.1,1.2,-1.5,-0.7,3.6,-3.3,0.3,3.3
COc1ccccc1-n1cc(C(=O)NCC(=O)N2CCN(c3ccccc3)CC2)c2ccccc2c1=O,-1.0,12.6,2.3,-17.3,5.4,-0.5,4.5,-9.2
CC1CCCCC12NC(=O)N(CC(=O)NCCc1ccc(F)cc1)C2=O (configuration not stated),-3.3,4.1,0.9,3.2,-3.2,-3.3,9.9,-11.4
O=c1c2ccccc2c(/C=N/c2ncn[nH]2)c(O)n1Cc1ccccc1,-6.3,24.6,-27.6&-40.5,4.6,12.6,6.4,22.3&2.3,-16.6
COCCCNC(=O)Cn1cc2c(n1)CCC(C)C2 (configuration not stated),12.9,3.9,2.4,4.3,2.1,6.2,16.1,-2.3
O=C(N/N=C/C(Br)=C/c1ccccc1)c1ccccc1[N+](=O)[O-],-9.8,7.2,4.3,-3.8,11.0,2.8,7.3,-1.9
Cc1ccc(S(=O)(=O)Nc2ccc3c(c2)C(=O)N([C@H](C)CO)C[C@H](C)[C@@H](CN(C)C(=O)Nc2ccc4c(c2)OCO4)O3)cc1,-4.8,11.2,0.5,0.9,1.8,12.9,13.3,-10.3
O=C(NCCCn1ccnc1)/C(=C\c1cccnc1)NC(=O)c1ccccc1Br,-4.5,-17.7,-1.0,5.9,-0.9,8.0,11.5,2.8
O=[N+]([O-])c1cccc(S(=O)(=O)Nc2cccc(-c3ccc(N4CCCC4)nn3)c2)c1,-4.1,22.9,3.0,-4.6,48.3,-3.2,-1.0,25.6
C[N+]1(C2CCC3CCC2C3O)CCCC1 (configuration not stated),26.3,-9.6,1.8,8.6,0.5,5.1,4.2,1.4
O=C(CN1CCCCC1)N1CCc2ccccc21,-6.4,-13.7,-3.3,1.8,20.0,1.1,5.9,11.6
O=C(COC(=O)Cc1ccc(F)cc1)NC(=O)NC1CCCC1,-5.3,-0.7,0.8,-8.8,-10.4,-0.8,5.8,-4.6
CCCCNS(=O)(=O)c1ccc2nc(SCC(=O)Nc3sccc3C#N)[nH]c2c1,-5.7,0.7,-18.0,19.5,-1.7,0.1,-17.6,0.3
Cc1cc(C(=O)CC#N)c(C)n1-c1c(C)n(C)n(-c2ccccc2)c1=O,-3.5,-2.1,-3.3,2.6,-9.3,4.5,11.8,-0.3
Cc1c(CCOC(=O)CC23CC4CC(CC(C)(C4)C2)C3)sc[n+]1CC(=O)c1ccccc1,-11.0,24.5,1.2,63.3*,1.4,-0.3,7.5,-4.0
CC(C)CC(=O)N=C1SC2CS(=O)(=O)CC2N1Cc1ccccc1 (configuration not stated),-4.9,1.0,2.0,3.8,-3.4,-2.5,16.1,8.4
Cc1cccc(-n2c(N)cc(=O)[nH]c2=S)c1C,-4.6,2.9,0.9,3.4,-25.7,-3.1,7.7,0.2
O=C(NCCCN1CCOCC1)NC1CCCCC1,-4.3,2.3,1.4,-3.6,3.6,-0.6,25.8,6.3
Cc1ccsc1/C=C(\C#N)C(=O)NC1CCS(=O)(=O)C1 (configuration not stated),-2.9,-4.4,2.7,14.5,-2.7,-3.8,12.3,-4.4
Cn1cc(C2CC(c3ccccc3)=NN2C(=O)c2ccccc2)c2ccccc21 (configuration not stated),-0.1,15.9,-12.9,1.2,4.9,11.4,-1.2,7.7
COc1ccc(C)cc1NC(=O)CN1CCN(S(=O)(=O)c2ccc(Br)cc2)CC1,-6.0,20.8,1.7,6.9,-25.0,9.5,15.4,-9.2
O=S(=O)(Nc1ccc(S(=O)(=O)N2CCOCC2)cc1)c1ccccc1,-4.0,-1.9,-0.1,5.3,-2.6,4.2,10.0,-5.5
CCC(CC)C(=O)Nc1ccc(C(=O)c2ccccc2)cc1,-4.8,-6.1,2.1,10.0,-13.9,3.0,7.7,1.4
O=C(Nc1ccc(S(=O)(=O)Nc2ncccn2)cc1)c1nn(Cc2ccccc2)c(=O)c2ccccc12,2.4,18.1,-3.4,-6.3,84.8*,16.8,1.9,66.3*
Cc1ccc2c(ccc(=S)n2C)c1,-3.5,8.5,0.8,-1.7,0.9,1.0,-1.3,0.2
Cc1nn(C(C)C(=O)NC2CCCCCC2)c(=O)c2nn(-c3ccccc3)c(C)c12 (configuration not stated),-8.6,-1.9,-0.2,10.2,3.0,0.1,-1.6,-4.8
CC(=O)Nc1ccc(NC(=O)c2ccccc2N(C)S(=O)(=O)c2ccccc2)cc1,-1.5,-1.0,2.4,-5.2,-21.2,15.0,15.6,-6.5
O=C(NC1CCS(=O)(=O)C1)Oc1ccc(Cl)cc1 (configuration not stated),-4.1,-7.7,2.8,10.1,-1.2,1.3,18.6,3.0
CCc1c(C)nc(SCc2cccnc2)[nH]c1=O,-2.7,-2.2,2.0,1.4,-15.2,-0.8,5.0,9.8
CCOC(=O)N1CCC(n2c(SCC(=O)OCc3ccccc3)nc3ccsc3c2=O)CC1,-4.4,19.8,1.6,-18.5,-16.7,13.6,4.8,-5.2
O=C(CSc1nnc(-c2ccccc2)o1)c1ccc2c(c1)OCCO2,-6.2,-2.2,-0.1,-9.6,-4.0,7.6,13.4,3.4
CC(C)(C)S(=O)(=O)c1c(C(=O)O)cccc1C(=O)O,-0.4,-2.7,1.1,10.9,3.8,-3.6,8.4,2.1
O=C(CSc1ccccn1)N1CCN(c2ncc(C(F)(F)F)cc2Cl)CC1,5.5,7.0,1.2,4.5,-11.9,1.5,8.8,-4.0
O=C(CCNC(=O)N1CCn2c1nc1ccccc12)NCc1ccccc1Cl,-2.7,7.4,1.4,5.5,-18.6,10.7,17.8,-22.2

# Screening results: PubChem BioAssay, Sanford-Burnham Center for Chemical Genomics

# An unsorted share of the library; overall some 3.6% were active at least once.
